Screening data as filed in PubChem BioAssay.
HTT cytoprotect: cytoprotection in Huntington HTT-Q103 PC12 cell model. Potency, µM (top dose mostly 56.4 µM), for inactives: cytoprotection (ATP increase), actives largely listed as activators. AID 1471. PC12 HTT-Q103 induced, cytoprotection, ATP luminescence, 40 h. hit rate 0.14% among 230,000;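 note: potency is the fitted concentration of half-maximal effect; % of control where 0% means no effect; nearly all actives have a fitted effect of over 45% in size; toxic huntingtin expression switched on by the ecdysone agonist tebufenozide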
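Compounds added alongside 100 nM tebufenozide, which induces toxic Q103 huntingtin exon 1-GFP in stable PC12 cells; surviving cells quantified by luminescent ATP measurement. Medium: phenol red-free DMEM, 5% equine and 5% calf serum.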
IMPase Li cell: IMPase inhibition in cells with lithium potentiation | Potency, µM (doses to about 59.4 µM), inactives show top-dose activity, negative = IMPase inhibition, actives largely listed as inhibitors | hit rate 0.35% among 210,000 | CHO-M1 cells, IP1 TR-FRET (IP-One), carbachol + lithium;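 note: IP1 builds up when IMPase is blocked and the TR-FRET signal falls; potency is the fitted concentration of half-maximal effect; plate controls were basal vehicle for no effect and high inhibitor control for full effect; nearly all actives have a fitted effect of over 50% in size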
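Lithium-sensitised IP1 accumulation assay; M1-expressing CHO cells treated 30 min at 37C with compound. Competitive antibody detection by time-resolved FRET followed a 10 min room-temperature lysis step.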
KinaseGlo FLuc: counter-screen: inhibitors of Kinase-Glo firefly luciferase. Q27757. Kinase-Glo luciferase, ATP luminescence, 8 min. Potency, µM (highest dose often 38.3 µM), inactives show top-dose activity change, negative = inhibition, most hits filed as inhibitors. hit rate 0.28% among 200,000. AID 1379; note: potency is the fitted concentration of half-maximal effect; % is set by controls: 0 for no effect and ±100 for the full control effect; nearly all actives have a fitted effect of over 60% in size
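Recombinant Kinase-Glo luciferase, 10 uM ATP (linear range), luciferin; imidazole pH 7.2 / KCl / MgCl2 / Tween / BSA buffer; 8 min RT; luminescence.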
SMN2 splice enh: increases expression of the SMN2 splice variant. AID 1458. HEK293 SMN2-luciferase splicing reporter, luminescence, 30-36 h. hit rate 2.8% among 210,000. Potency, µM (doses to about 46.1 µM), for inactives: at the highest dose activity change, positive = activation, actives largely listed as activators; note: potency is the fitted concentration of half-maximal effect; % of control where 0% means no effect; nearly all actives have a fitted effect of over 55% in size
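HEK293 cells carry an SMN2 minigene-luciferase reporter in which exon 7 inclusion puts luciferase in frame. Cells were seeded at 2000 cells/well, attached for 10-12 hours, then exposed to compounds for 30-36 hours at 37C before ONE-Glo luminescence.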
CBFb RUNX1 block: inhibitors of human CBF-beta and RUNX1 interaction. Q01196+Q13951. AlphaScreen CBFb-His/RUNX1-biotin binding, biochemical. 230,000 tested, under 10 active. Potency, µM (titrated, usually from 59.8 µM), for inactives: at the top dose activity, negative = inhibition, hits mostly inhibitors; note: % of control where 0% means no effect
Target sequence (Q01196 whole entry, looked up): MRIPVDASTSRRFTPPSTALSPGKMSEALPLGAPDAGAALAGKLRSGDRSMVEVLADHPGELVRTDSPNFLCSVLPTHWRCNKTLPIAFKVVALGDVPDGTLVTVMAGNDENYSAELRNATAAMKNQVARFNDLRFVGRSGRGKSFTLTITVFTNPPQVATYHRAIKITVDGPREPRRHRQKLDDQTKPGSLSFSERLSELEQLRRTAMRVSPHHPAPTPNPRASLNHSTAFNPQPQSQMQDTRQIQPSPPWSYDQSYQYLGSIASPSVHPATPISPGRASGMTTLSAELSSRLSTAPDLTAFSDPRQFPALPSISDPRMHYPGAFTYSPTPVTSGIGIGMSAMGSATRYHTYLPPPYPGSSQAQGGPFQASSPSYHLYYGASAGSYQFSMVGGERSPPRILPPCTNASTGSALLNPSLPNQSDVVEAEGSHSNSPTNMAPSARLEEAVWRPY
Target sequence (Q13951 whole entry, looked up): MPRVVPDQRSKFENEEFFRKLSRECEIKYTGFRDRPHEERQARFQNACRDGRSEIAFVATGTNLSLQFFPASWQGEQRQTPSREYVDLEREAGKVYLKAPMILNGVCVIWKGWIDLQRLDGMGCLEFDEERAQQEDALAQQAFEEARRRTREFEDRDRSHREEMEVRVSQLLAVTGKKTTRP
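Room-temperature protein-protein interaction test with 30 nM each of His-tagged CBF-beta and biotinylated RUNX1, 15 min with compound, then 90 min with nickel plus streptavidin beads. Signal read in AlphaScreen mode.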
HTT aggregate: reduces HttQ103-GFP aggregates in PC12 cells; PC12 HttQ103-GFP aggregates, Acumen cytometry, 40 h; Potency, µM (top dose mostly 46.1 µM), without a hit: at the top dose activity change, negative = inhibition, most hits filed as inhibitors; hit rate 1.1% among 220,000; AID 1688; note: potency is the fitted concentration of half-maximal effect; % is set by controls: 0 for no effect and ±100 for the full control effect; nearly all actives have a fitted effect of over 60% in size
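Steps: seed 1500 PC12 HTTQ103-GFP cells/well; add tebufenozide, 100 nM final; add compound titration; add ATPLite reagent; quantify GFP aggregates by laser scanning cytometry.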
LMNA splice mod: LMNA splicing modulation. hit rate 0.01% among 200,000. AID 1487. HeLa LMNA splicing GFP/RFP minigene ratio, 48 h. Potency, µM (top dose mostly 46.1 µM), for inactives: top-dose ratio change, negative = inhibition, usual class: inhibitors; active = well fitted inhibition curve with a large enough effect in the signal ratio, with a control signal flat, not every such curve was filed as active; inconclusive = small, poorly fitted or top-dose-only effect, or effect the other way, or a change in a side signal; the % refers to the signal ratio; note: potency is the fitted concentration of half-maximal effect; % is set by controls: 0 for no effect and ±100 for the full control effect
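S3 HeLa cells stably expressing lamin A-EGFP splicing minigene plus DsRed2, 600 cells/well, 48 h compound exposure at 37C. Laser-scanning cytometry; analysed as GFP (500-530 nm)/RFP (575-640 nm) total intensity ratio; 0.5% DMSO vehicle.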
An asterisk follows results filed as active; ? = inconclusive; . = not tested or not shown; [ ] = dose if it differs, or a comment. Unless noted, calls come from the whole dose curve; as a rule, active = well fitted curve in the direction sought with a large enough effect; inconclusive = small, poorly fitted or top-dose-only effect, or another doubt; inactive = no such curve, though single readings can be large; an effect the other way counts as inactive or inconclusive.

SMILES	HTT cytoprotect	IMPase Li cell	KinaseGlo FLuc	SMN2 splice enh	CBFb RUNX1 block	HTT aggregate	LMNA splice mod
Cc1nn(-c2ccccc2)c2c1C(c1ccc(F)cc1F)C(C#N)=C(N)O2 (stereo not given)	0%	25%[38.3 µM]	1%	20%	-1%	5%	-2%
CCOc1ccc(N=c2oc3cc(O)ccc3cc2C(=O)NCC2CCCO2)cc1 (stereo not given)	8%	20%[38.3 µM]	-3%	-5%	4%	?	4%
COc1ccc(NC(=O)N(Cc2cccs2)Cc2cc3cc4c(cc3[nH]c2=O)OCO4)cc1	20%[10 µM]	17%	-1%	-6%	-2%	20%	-4%
Cc1ccc(NC(=O)CC(=O)c2ccc([N+](=O)[O-])cc2)cc1S(=O)(=O)Nc1cccc(Cl)c1	2%[10 µM]	19%	1%	-55%[inhibitor]	-5%	-1%	.
Cc1c(C#N)c(N)nc2c3c(sc12)NC(=O)CC3c1ccc(F)cc1 (stereo not given)	13%[10 µM]	10%	0%	?	-9%	8%	-7%
COc1ccc(/C=C/C(=O)OCc2csc(-c3ccccc3)n2)cc1OC	9%[10 µM]	15%	-1%	5%	?	-2%	-7%
CCCCNC(=O)C1CCCNC1=O (stereo not given)	-21%	-13%[38.3 µM]	-3%	5%	1%	14%	7%
COc1ccc(CC2(CO)CCN(Cc3cnn(-c4ccccc4)c3)CC2)cc1	5%[10 µM]	2%	0%	.	4%	12%[9.22 µM]	15%[46 µM]
COc1ccc2c(c1)c(C(=O)N/N=C/c1cn(C)c3ccccc13)c(C)n2C	1%[10 µM]	.	.	.	-12%	2%[9.22 µM]	.
CC(C)CCn1c(=O)c(C(=O)N/N=C/c2cccc(F)c2)c(O)c2ccccc21	21%[10 µM]	4%	-1%	-14%	2%	-2%	-14%
CN1CCN(C(=O)c2ccc3c(c2)NC(=O)C(C)(C)O3)CC1	-7%[10 µM]	-23%[38.3 µM]	9%	2%	5%	-3%	0%
Cc1noc(NS(=O)(=O)c2ccc(N/C=C\C(=O)c3ccc4c(c3)OCO4)cc2)c1C	-16%	5%[38.3 µM]	5%	-11%	-5%	12%	4%
O=C(CNc1ccc(F)cc1)N/N=C1\CCCc2ccccc21	-10%	-7%	-2%	-3%	-14%	20%	-10%[46 µM]
Cn1c(=O)cc(SCC(=O)NCC2CCCO2)c2ccc(Cl)cc21 (stereo not given)	-42%[10 µM]	?	-1%	14%	-4%	3%	-4%
CC1=C(C(=O)Nc2ccccc2)C(c2ccc(C)o2)n2c(s/c(=C\c3ccco3)c2=O)=N1 (stereo not given)	-17%[0.074 µM]	30%[38.3 µM]	0%	19%	?	?	?
CC(C)Sc1nc2c(c(=O)n(C)c(=O)n2C)n1C	-15%	-21%[38.3 µM]	-5%	0%	9%	5%	4%
COc1ccc(N(Cc2cc3cccc(C)c3[nH]c2=O)C(=O)C2CCCO2)cc1 (stereo not given)	-9%[10 µM]	.	.	.	-2%	7%[9.22 µM]	.
Cc1[nH]n(-c2ccccc2)c(=O)c1C=Nc1cnc2ccccc2c1	-14%	35%[activator][38.3 µM]	-4%	6%	-10%	10%	21%
FC(F)(F)c1cccc(-c2cc3ccccc3nc2N2CCCC2)c1	22%[10 µM]	33%[38.3 µM]	1%	-21%	6%	-28%	-3%
Oc1c(C=C2N=c3ccccc3=N2)sc(=S)n1-c1ccccc1	-15%[1.9 µM]	-1%	-1%	-24%	-1%	-10%	-6%
CC(=O)Nc1ccc(S(=O)(=O)N2CCCCC2c2cccnc2)cc1 (stereo not given)	22%	8%[38.3 µM]	-3%	-7%	-2%	12%	6%
NC(=O)CSc1nnc(-c2ccc(S(=O)(=O)N3CCCC3)cc2)o1	-10%[1.9 µM]	-7%	1%	-8%	6%	-23%	0%
CC(C)OCCCNC(=O)c1ccc(C2SCC(=O)N2Cc2ccco2)cc1 (stereo not given)	23%[10 µM]	21%	-1%	.	6%	9%[9.22 µM]	.
CC(=O)NCCCOc1ccc([N+](=O)[O-])cc1Cl	6%[10 µM]	.	.	.	8%	2%[9.22 µM]	.
CCOC(=O)Cc1nnc(NC(=O)CSc2ccccc2)s1	-12%	19%[38.3 µM]	1%	22%	1%	-1%	2%
CCOc1ccc(-n2c(SCC(=O)NC3CCS(=O)(=O)C3)nnc2-c2cccnc2)cc1 (stereo not given)	-47%	2%	0%	7%	6%	-9%	5%[46 µM]
N/C(=N\OS(=O)(=O)c1cc(Cl)ccc1Cl)c1ccncc1	19%	19%[38.3 µM]	3%	-12%	1%	3%	5%
CCN(CC)S(=O)(=O)c1ccc(Cl)c(C(=O)NC2CCCC2)c1	-12%	7%[38.3 µM]	-2%	-11%	9%	6%	-3%
CSc1nnc(Cc2ccc3c(c2)OCO3)o1	-15%[10 µM]	-6%[38.3 µM]	2%	-20%	-2%	-8%	13%
CCOc1ccc(N2C(=O)C3CCCN3C2=O)cc1 (stereo not given)	5%	10%[38.3 µM]	-1%	26%	3%	-2%	11%

Continued; it opens with the 2 that closed the last part.
SMILES	HTT cytoprotect	IMPase Li cell	KinaseGlo FLuc	SMN2 splice enh	CBFb RUNX1 block	HTT aggregate	LMNA splice mod
CSc1nnc(Cc2ccc3c(c2)OCO3)o1	-15%[10 µM]	-6%[38.3 µM]	2%	-20%	-2%	-8%	13%
CCOc1ccc(N2C(=O)C3CCCN3C2=O)cc1 (stereo not given)	5%	10%[38.3 µM]	-1%	26%	3%	-2%	11%
C=CC1=C(C)C2=Cc3c(C=C)c(C)c4[n]3[Sn+2][n]3c(c(C)c(CCC(=O)O)c3=CC3=NC(=C4)C(C)=C3CCC(=O)O)=CC1=N2	2%	16%	-28%	.	-25%[21.7 µM]	.	.
CC(=O)N1CCC2(CC1)CN(c1ccccc1)C2	15%	27%	-2%	-26%	.	.	.
COCCCN1C(=O)C(O)=C(C(=O)c2ccco2)C1c1ccccc1 (stereo not given)	4%[10 µM]	7.9µM*	-9%	0%	4%	6%	-5%
Cc1nc2c(C(=O)NCc3cccs3)cnn2c(C)c1Cc1ccccc1	9%[10 µM]	14%	0%	-31%[inhibitor]	6%	?	?
O=C1C[C@H]2OCC=C3CN4CC[C@@]5(C(=O)O)[C@H](N1)C2[C@H]3C[C@H]45 (stereo not given in full)	.	2%	-2%[7.66 µM]	8%[9.22 µM]	.	.	.
CCOc1ccccc1C(=O)N(CCC(=O)OC)c1ccccn1	7%[0.074 µM]	-5%	9%	-5%	4%	-11%	-4%
CCOC(=O)Cn1c2c(c(=N)c3ccccc31)CCC2	-3%[0.074 µM]	-13%[38.3 µM]	2%	1%	16%	-13%	?
O=C(Cc1ccccc1)NCC1CCCO1 (stereo not given)	-6%	-22%[38.3 µM]	1%	6%	5%	-2%[9.22 µM]	-5%
O=C(C/C(=N\NC(=O)c1ccccc1Br)C(F)(F)F)c1cccs1	16%[10 µM]	5%	-1%	18%	4%	?	?
COc1ccc(Br)cc1-c1nc(CCl)cs1	3%[10 µM]	?	0%	-16%	-1%	4%	?
c1ccc(COc2ccc(OCCCN3CCCCC3)cc2)cc1	13%[10 µM]	40%[activator][38.3 µM]	-5%	?	-1%	-7%	7%
COc1cc(CC(=O)O)c([N+](=O)[O-])cc1OC	18%[10 µM]	.	.	.	-2%	-1%[9.22 µM]	.
Oc1ccc(-c2cn3c(n2)SCC3)cc1	4%[10 µM]	6%[38.3 µM]	-4%	9%	-1%	30%	-8%
Cc1cccc(NC(=S)NNC(=O)c2ccccc2OC(F)F)c1	-23%	22%[38.3 µM]	-1%	?	-4%	?	?
COC(C[C@@H]1O[C@@H]1[C@H](O)COCc1ccccc1)OC	13%[10 µM]	.	.	.	1%	20%[9.22 µM]	.
CCOc1ccc(N2C(=O)CS/C2=N/NC(=O)COc2ccc3ccccc3c2)cc1	-6%	-7%[38.3 µM]	-1%	-21%	0%	5%	2%
COc1ncnc2sc3c(c12)CCCC3	-9%	-4%[38.3 µM]	-1%	-21%	12%	-1%	14%[0.0737 µM]
O=C(/C(=N\O)n1cncn1)c1ccc(Br)cc1Br	4%[10 µM]	2%	1%	1%	9%	-6%	-4%
CC(C)CC(=O)NC(=S)N1CCCCCC1	21%[10 µM]	1%	1%	3%	4%	0%	7%
Cc1cc(-c2nnc(CCC(=O)NC(C)c3ccc(F)cc3)o2)no1 (stereo not given)	-4%[10 µM]	3%	-1%	.	7%	-2%[9.22 µM]	13%[46 µM]
O=C(C1=C(O)C(=O)N(Cc2ccco2)C1c1ccccc1F)c1cccs1 (stereo not given)	31%[10 µM]	-25%	-1%	-3%	2%	-1%[9.22 µM]	13%[46 µM]
CCOC(=O)C1(CCCc2ccccc2)CCN(C(=O)CCN2CCCCC2=O)CC1	19%[10 µM]	26%	-1%	.	-4%	2%[9.22 µM]	.
Cc1ccc2sc(NNC(=O)c3ccc4c(c3)OCCO4)nc2c1C	.	8%	-3%	3%	5%[2.36 µM]	12%	?
Cc1cccc(C)c1NC(=O)C1c2cccc[n+]2CC(=O)N1Cc1cccs1 (stereo not given)	19%	-1%	1%	-17%	0%	-5%	25%[9.22 µM]
O=C(/C=C/c1ccccc1)NCCc1ccccc1	-23%[10 µM]	.	.	.	?	5%[9.22 µM]	.
Cc1cccnc1CN1CCN(C(=O)c2cc(COc3ccc4ncccc4c3)on2)CC1	-66%	.	.	.	1%	6.3µM*	.
CCc1nnc(NC(=O)c2csc3c2CCC(C)C3)s1 (stereo not given)	-14%[10 µM]	2%	-1%	?	5%	-11%[9.22 µM]	?
CN(C)C(=O)CSc1nnc([C@H](Cc2c[nH]c3ccccc23)NC(=O)OC(C)(C)C)o1	-11%[0.074 µM]	5%[38.3 µM]	-4%	0%	-3%	19%	-4%
CCc1cc2c(=O)[nH]cnc2s1	1%	0%[38.3 µM]	-6%	5%	6%	-2%	11%
Clc1ccc2nc(CN3CCCCC3)cn2c1	2%	.	.	.	2%	5%	-7%
Cc1ccc(CNC(=O)C2CCCN(S(=O)(=O)c3c(C)[nH]c(=O)[nH]c3=O)C2)cc1 (stereo not given)	.	0%	-1%	22%	-9%	9%	6%
N#CCCn1c(=O)c(-c2ccc(Cl)cc2)nc2cnc(Nc3ccccc3)nc21	-2%	4%	.	.	.	.	?
